Compound activity deposited in PubChem BioAssay by National Center for Advancing Translational Sciences (NCATS).
KB-3-1 tox = qHTS assay for MDR1-selective chemotherapeutics: Primary screen using the parental adenocarcinoma cell KB-3-1. 400,000 compounds, 1.4% hits. AID 1347075, 2019. Potency, µM (titrated, usually from 46.1 µM), without a hit: top-dose activity change, negative = cytotoxic, usual class: cytotoxic. KB-3-1 viability, CellTiter-Glo ATP luminescence, 72 h; note: potency is the fitted concentration of half-maximal effect; % is set by controls: 0 for no effect and ±100 for the full control effect; nearly all actives have a fitted effect of over 60% in size
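Parental KB-3-1 adenocarcinoma cells in phenol-red-free DMEM with 10% FBS were pin-treated with compounds at several concentrations, incubated 72 h at 37 °C, and viability read by CellTiter-Glo luminescence; concentration-effect curves were fitted after normalization.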
ATXN2 expr inh = Primary qHTS for Inhibitors of ATXN expression | HEK-293 ATXN2-luciferase reporter, luminescence, 24 h | Potency, µM (doses to about 57 µM), without a hit: at the top dose activity change, negative = inhibition, actives largely listed as inhibitors | AID 1745845, 2022 | 360,000 compounds, 0.72% hits; note: potency is the fitted concentration of half-maximal effect; % is set by controls: 0 for no effect and ±100 for the full control effect; nearly all actives have a fitted effect of over 55% in size
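ATXN2-luciferase reporter cells (luciferase flanked by upstream and downstream ATXN2 gene portions) were treated 24 h at 37 °C with compounds at up to 57 uM. SteadyGlo luminescence gave expression; GF-AFC fluorescence gave viability.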
SW480 rerep = A quantitative high throughput screen for small molecules that induce DNA re-replication in SW480 colon adenocarcinoma cells; AID 624297, 2012; SW480 DNA re-replication, Hoechst DNA content imaging, 48 h; 340,000 compounds, 1.8% hits; Potency, µM (series often up to 46.1 µM), inactives show at the highest dose re-replication activation, actives largely listed as activators; note: potency is the fitted concentration of half-maximal effect; % of control where 0% means no effect; nearly all actives have a fitted effect of over 55% in size
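Image-based DNA-content assay: after two days of treatment, nuclei were labelled with the DNA dye Hoechst and imaged, and hits were compounds raising the count of nuclei showing high fluorescence intensity.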
IL-1B inflam inh = qHTS for Inhibitors of Inflammasome Signaling: IL-1-beta AlphaLISA Primary Screen | THP-1 LPS/ATP IL-1B secretion, AlphaLISA, 16 h; stronger effect = lower value | AID 743279, 2014 | 360,000 compounds, 4.7% hits | activity change, % at 57.5 µM; in the data active = activity change below about -50%; inconclusive = mostly about -30% to -49%; note: % is set by controls: 0 for no effect and ±100 for the full control effect
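Secreted IL-1B measured by AlphaLISA bead assay after 16 h compound exposure of THP-1 cells; compounds (final up to 57.5 uM) added 1 h before LPS (250 ng/mL) and ATP (1.25 mM) stimulation; lower signal means less secretion.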
MCF10A rerep = A quantitative high throughput screen for small molecules that induce DNA re-replication in MCF 10a normal breast cells. MCF 10A DNA re-replication, Hoechst nuclear intensity, 48 h. Potency, µM (doses to about 46.1 µM), for inactives: at the top dose activity, positive = re-replication, actives largely listed as activators. 350,000 compounds, 2.9% hits. AID 624296, 2012; note: potency is the fitted concentration of half-maximal effect; % of control where 0% means no effect; nearly all actives have a fitted effect of over 50% in size
ATXN viability = Viability Counterscreen for Primary qHTS for Inhibitors of ATXN expression; 400,000 compounds, 0.49% hits; S2 cells (HEK-293 line with an ATXN2-luciferase reporter) viability, CellTiter-Fluor protease fluorescence, 24 h; Potency, µM (series often up to 56.7 µM), usual class: cytotoxic; note: potency is the fitted concentration of half-maximal effect; nearly all actives have a fitted effect of over 40% in size
HT1080NT lethal = qHTS for induction of synthetic lethality in tumor cells producing 2HG: qHTS for the HT-1080-NT fibrosarcoma cell line | HT-1080-NT fibrosarcoma viability, CellTiter-Glo ATP luminescence, 48 h | Potency, µM (highest dose often 46.1 µM), for inactives: at the highest dose activity, negative = less viability, most hits filed as cytotoxic | 360,000 compounds, 1.6% hits;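 note: NT is the 2HG producing partner of a matched IDH1 knockdown line; potency is the fitted concentration of half-maximal effect; 0% = DMSO-treated cells and -100% = media-only wells without cells; nearly all actives have a fitted effect of over 55% in size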
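Luminescent CellTiter-Glo readout after 48 hours of compound exposure at 37 degrees C defined viability of HT-1080-NT cells. Activity was normalized to DMSO wells and cell-free media wells; concentration-response curves were fitted and assigned curve classes.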
HT1080 IDH1KD tx = qHTS for induction of synthetic lethality in tumor cells producing 2HG: qHTS for the HT-1080-IDH1KD cell line. HT-1080 IDH1 knockdown viability, ATP luminescence, 48 h. Potency, µM (titrated, usually from 46.1 µM), for inactives: at the top dose activity, negative = toxicity, usual class: cytotoxic. 360,000 compounds, 2% hits. AID 686971, 2013;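 note: potency is the fitted concentration of half-maximal effect; 0% = DMSO wells and -100% = cell-free medium wells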
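Cytotoxicity counter-line: IDH1KD HT-1080, 48 h, CellTiter-Glo. Curves classed by r2, magnitude and activity.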
KB-V1 MDR tox = qHTS assay for MDR1-selective chemotherapeutics: Primary screen using the drug-selected MDR subline cells KB-V1; KB-V1 MDR cells viability, CellTiter-Glo, 72 h; Potency, µM (highest dose often 46.1 µM), without a hit: at the highest dose activity change, negative = cytotoxicity, hits mostly cytotoxic; 400,000 compounds, 3.4% hits; note: potency is the fitted concentration of half-maximal effect; % is set by controls: 0 for no effect and ±100 for the full control effect; nearly all actives have a fitted effect of over 60% in size
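Potencies derive from concentration-effect curves fitted to normalized luminescence (CellTiter-Glo) of KB-V1 cells treated for 72 h at 37 degrees C in phenol-red-free DMEM containing 10% FBS.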
Numbers without * were called inactive; i = inactive; ? = inconclusive; · = no result given; [ ] = dose if it differs, or a comment. Unless noted, calls come from the whole dose curve; as a rule, active = well fitted curve in the direction sought with a large enough effect; inconclusive = small, poorly fitted or top-dose-only effect, or another doubt; inactive = no such curve, though single readings can be large; an effect the other way counts as inactive or inconclusive. An unsorted share of the library; about 11% have a hit in one of these screens.

canonical_smiles	MCF10A rerep	KB-V1 MDR tox	HT1080 IDH1KD tx	SW480 rerep	ATXN viability	HT1080NT lethal	KB-3-1 tox	ATXN2 expr inh	IL-1B inflam inh
Nc1nccnc1C(=O)OCC(=O)N1CCN(S(=O)(=O)c2ccc(Cl)cc2)CC1	1.3%	14.7%	11.2%	-7.3%	i	8.3%	11.4%	6.9%	-6.9
CCOC(=O)c1c(C)[nH]c(C)c1S(=O)(=O)NCC(=O)Nc1ccccn1	0.2%	0.0%	-1.4%	11.1%	i	3.1%	-10.4%	·	-6.5
CC1=CC(C)(C)N2C(=O)C3(C(C#N)=C(N)OC4=C3C(=O)CCC4)c3c(C)c(C)cc1c32 (configuration not stated)	6.9%	9.8%	-13.3%	15.1%	i	-8.8%	0.8%	-12.4%	-13.9
O=C(NCCc1ccncc1)C12CC3CC(CC(C3)C1)C2	16.2%	-23.5%	-1.0%	-8.4%	i	-3.5%	-4.1%	4.9%	6.5
CC1=C(C(=O)NCCN2CCOCC2)C2(CCC(C)CC2)OC1=O (configuration not stated)	-2.1%	-1.2%	3.0%	6.4%	i	-4.7%	2.3%	1.7%	6.4
Cc1ccc2nc(C)cc(C(=O)NC3CCCCCC3)c2c1	14.0%	3.1%	-5.8%	?	i	2.7%	0.0%	3.3%	-8.8
Cc1cccc(OCCSc2nc3ccccc3n2CC(=O)N2CCCCC2)c1C	·	5.3%	·	·	?	·	-3.8%	-28.2%	·
COc1ccc(C(=O)Nc2ccc(-c3cc(C(F)(F)F)nn3-c3ccccc3)cc2)cc1OC	·	-21.0%	·	·	i	·	-18.6%	?	·
c1ccc(C[n+]2c(-c3ccccc3)csc2Nc2ccccc2)cc1	1.9%	16.4µM*	4.4%	-5.8%	i	10.2%	20.6µM*	20.8%	-9.3
O=C(O)c1ccc(S(=O)(=O)N2CCC3(CC2)CC(=O)c2ccccc2O3)cc1	-2.6%	10.2%	12.3%	-1.8%	i	-1.9%	-3.5%	-4.6%	-1.2
CCN(CC)C(=S)Oc1ccc(Cl)cc1Cl	-2.7%	23.4%	12.6%	-5.3%	i	4.3%	1.6%	-4.0%	18.4
CCOCCN(C(=O)c1ccccc1Cl)c1ccccc1	-6.6%	3.4%	0.9%	-2.5%	i	6.2%	-2.5%	-2.0%	18.1
CC(C)c1ccc(NC(=O)c2cc(S(=O)(=O)NCC3COc4ccccc4O3)ccc2F)cc1 (configuration not stated)	?	?	?	?	i	?	?	?	-68.7*
CSc1ccc(/C=C/C(=O)OCC(=O)NC2CCS(=O)(=O)C2)cc1 (configuration not stated)	6.9%	17.1%	5.8%	-8.7%	i	-0.5%	4.7%	-1.3%	-19.1
O=C(NC1CC1)C1CCN(S(=O)(=O)c2ccc(Cl)cc2)CC1	-0.2%	3.4%	2.7%	4.8%	i	3.1%	-0.3%	-13.5%	-4.7
CCCCC[C@@H](C)N1C[C@H](COCc2ccccc2)Oc2cc(N3CCC[C@H]3CO)ccc2S1(=O)=O	·	-3.9%	-0.1%	·	·	0.7%	6.1%	?	21.7

Quoted from the listing.
KB-3-1 tox with CC1=CC(C)(C)N2C(=O)C3(C(C#N)=C(N)OC4=C3C(=O)CCC4)c3c(C)c(C)cc1c32 (configuration not stated) = 0.8%
HT1080NT lethal with CCOC(=O)c1c(C)[nH]c(C)c1S(=O)(=O)NCC(=O)Nc1ccccn1 = 3.1%
KB-3-1 tox with Cc1ccc2nc(C)cc(C(=O)NC3CCCCCC3)c2c1 = 0.0%

The list continues:
canonical_smiles	MCF10A rerep	KB-V1 MDR tox	HT1080 IDH1KD tx	SW480 rerep	ATXN viability	HT1080NT lethal	KB-3-1 tox	ATXN2 expr inh	IL-1B inflam inh
Clc1ccccc1OCCCn1ccnc1	28.3%	-16.6%	-9.9%	?	i	-15.6%	-6.4%	-9.8%	21.1
CCCC(C(=O)NNC(=O)c1cc(C)oc1C)c1ccccc1 (configuration not stated)	-0.3%	-4.9%	16.2%	-2.4%	?	0.0%	-25.8%	1.7%	1.3
COc1ccc(-c2ccc(NS(=O)(=O)c3ccc(NC(C)=O)cc3)cc2)nn1	·	12.3%	·	·	i	·	4.1%	8.4%	·
CC(C)C(=O)Nc1nc2cc3c(cc2s1)OCO3	-0.9%	0.0%	6.4%	-4.4%	?	5.8%	-4.3%	-17.6%	18.9
CCC1CCCCN1CCCNC(=O)c1cn(CC)c2ccc(S(=O)(=O)N3CCc4ccccc4C3)cc2c1=O (configuration not stated)	2.7%	-14.7%	-5.8%	9.9%	i	-0.2%	-14.4%	-7.8%	-98.9*
Cc1ccc(S(=O)(=O)Nc2cc(-c3ccccc3)nn2C)cc1Cl	12.5%	?	-0.3%	-3.5%	i	-20.1%	5.3%	-4.0%	34.2
O=C(O)/C=C/C(=O)OC1CC2CCC1C2 (configuration not stated)	9.2%	0.0%	6.0%	?	i	21.6%	1.0%	7.8%	-6.2
Cc1ccc(-n2c(=S)[nH]c3c(oc4ccccc43)c2=O)cc1	-3.7%	3.6%	1.6%	23.4%	?	2.3%	8.5%	?	6.8
Cc1ccc(/C=N/Nc2cccc(C(=O)O)c2)s1	?	15.4%	0.6%	0.0%	i	0.1%	-9.1%	?	2.9
CCOC(=O)CSc1ccc2nnc(CCNS(=O)(=O)c3ccc(C)cc3)n2n1	-3.3%	-9.9%	3.6%	-33.6%[inhibitor]	i	6.6%	-2.0%	-19.8%	20.8
O=C1C(CN2CCCC2)CCCC1CN1CCCC1 (configuration not stated)	?	-10.4%	?	?	?	6.8%	-0.7%	6.3%	-7.5
CCOC(=O)Cn1nc(C)cc1NC(=O)c1cccnc1	0.1%	-1.0%	0.1%	-11.7%	i	13.2%	16.6%	-5.0%	19.4
C/C=N/NC(=O)CCNC(=O)c1ccccc1	-4.9%	8.2%	-21.4%	-2.8%	i	-5.6%	0.1%	1.2%	0.0
COC/C=C/C1=CC2=CC(=O)C(C)(OC(=O)c3cnc4ccccc4n3)C(=O)C2=CN1C1CC1 (configuration not stated)	48.4%	0.0%	3.8%	?	?	0.1%	-21.1%	?	-13.1
Cc1ccc(Nc2c(F)c(F)c(F)c(F)c2C(=O)O)cc1	-10.0%	24.0%	1.8%	1.9%	i	5.0%	-1.0%	2.9%	22.7
COc1cc(-c2ccc3sc(-c4ccsc4)c(C#CCO)c3c2)cc(OC)c1OC	11.6µM*	-11.4%	?	0.4%	?	?	0.0%	25.1µM*	0.0
COC(=O)[C@H](C)NC(=O)Nc1ccc(OC)cc1OC	-0.6%	7.8%	3.6%	2.7%	i	6.8%	5.7%	-6.0%	-9.8
COc1ccc(CC(=O)N(C)C2CCCCC2)cc1S(=O)(=O)N1CCOCC1	1.7%	-2.1%	3.8%	3.7%	i	0.9%	-3.3%	-4.4%	22.1
COCCN1C2=C(C(=O)CC(C)(C)C2)C(c2ccc(OC)c(OC)c2)C2=C1CC(C)(C)CC2=O	0.6%	-1.5%	2.9%	-4.6%	?	7.0%	-5.7%	-25.7%	-0.7
COc1ccc(Nc2cc(C(=O)NCCCN3CCN(C)CC3)c3ccccc3n2)c(OC)c1	0.2%	2.3%	-2.1%	5.9%	i	-9.6%	-7.7%	-13.6%	?
CC(=O)c1c(N2CCOCC2)nc(=S)n(-c2ccc([N+](=O)[O-])cc2)c1C	-5.0%	0.0%	18.0%	-2.1%	?	4.8%	-1.2%	12.7%	23.4
COC(=O)CN1C(=O)N/C(=C/c2cc(OC)c(OC)cc2C)C1=O	?	?	0.1%	-53.7%[inhibitor]	i	11.2%	2.5%	-8.6%	20.3
CCOc1ccc(C(=O)NC(=S)Nc2ccc(NC(=O)c3ccco3)cc2)cc1[N+](=O)[O-]	0.0%	14.8%	20.4%	?	i	20.8%	13.0%	17.3%	7.4
CC(C)COC(=O)N(C)C[C@H]1OCc2cnnn2CCCC(=O)N([C@H](C)CO)C[C@H]1C	·	?	5.7%	·	i	10.8%	12.3%	2.7%	-1.5
CCOC(=O)c1cnc(-n2nc(C)cc2C)nc1Nc1cccc(C(=O)O)c1	2.8%	-15.2%	-0.1%	1.2%	i	0.1%	-3.4%	17.8%	15.0
COc1ccc(-c2nnc(NC(=O)c3ccc(S(=O)(=O)N4CCCc5ccccc54)cc3)o2)cc1	-8.0%	?	11.2µM*	?	i	11.2µM*	?	?	15.3
O=C(NC1=NCCS1)c1ccc(Cl)s1	-7.0%	-20.9%	5.7%	5.2%	i	11.2%	-12.5%	27.8%	-18.2
COC(=O)c1ccccc1NC(=O)CN1CCCCC1	?	-13.8%	-3.8%	17.1%	i	-3.0%	-29.5%	-10.3%	?
CCOc1nc(OCC)nc(N2CCC(C)CC2)n1	0.4%	4.5%	1.8%	-1.1%	i	1.7%	-0.7%	9.9%	-15.4
CN1CCC(OC(=O)c2cc3cc(Br)ccc3oc2=O)CC1	?	19.9%	-5.7%	5.0%	i	-28.8%	-2.7%	-12.5%	34.6
Cc1ccc(CN(Cc2ccco2)c2cnc(S(C)(=O)=O)nc2C(=O)Nc2ccc(Br)cc2)o1	·	?	·	·	i	·	-10.9%	-0.7%	·
